# Compound activity: PubChem BioAssay, National Center for Advancing Translational Sciences (NCATS)
# HP1b chromo inh: HP1-beta chromodomain-methylated histone interaction inhibition. P83916. AlphaScreen HP1-beta / biotin-H3K9me3 peptide binding. Potency, µM (titrated, usually from 114 µM), without a hit: at the top dose activity change, negative = inhibition, hits mostly inhibitors. 0.56% of 390,000 active; further: nearly all actives have a fitted effect of over 70% in size; inactives centre near 23
# Target sequence (P83916 whole entry, looked up): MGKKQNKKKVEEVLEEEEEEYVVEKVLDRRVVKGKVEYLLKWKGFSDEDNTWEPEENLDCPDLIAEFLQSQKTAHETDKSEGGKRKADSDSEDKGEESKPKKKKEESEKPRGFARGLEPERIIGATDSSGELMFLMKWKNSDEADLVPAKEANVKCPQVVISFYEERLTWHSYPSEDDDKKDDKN
#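 AlphaScreen: HP1-beta (50 nM) preformed 30 min with biotin-H3(1-18)K9me3 peptide (50 nM) in PBS pH 7.4, 0.01% Tween-20. Compound added for 30 min at RT, then streptavidin donor/nickel chelate acceptor beads (10 ug/mL) for 30 min.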
# Tb PGK inh: T. brucei PGK inhibition. Potency, µM (highest dose often 57.5 µM), inactives show top-dose activity change, negative = inhibition, usual class: inhibitors. 0.043% of 380,000 active. PGK/GAPDH coupled, Kinase-Glo luminescence, 60 min. P07378; further: on the % scale 0 is the no-effect control and ±100 the full control effect; nearly all actives have a fitted effect of over 60% in size
#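 Recombinant glycosomal PGK reaction used 1,3-bisphosphoglycerate generated in-well by GAPDH (100nM final) in 100mM TEA pH 7.6, 5mM MgCl2, 0.01% Tween-20. After 60 minutes at room temperature, ATP was read by Kinase-Glo Plus luminescence end-point.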
# ALOX12 inh: inhibitors of human 12S-lipoxygenase ALOX12 | 1.1% of 580,000 active | purified 12hLO, xylenol orange hydroperoxide absorbance | P18054 | Potency, µM (titrated, usually from 108 µM), inactives show top-dose activity change, negative = inhibition, most hits filed as inhibitors | AID 1671190; further: on the % scale 0 is the no-effect control and ±100 the full control effect
# Target sequence (P18054 whole entry, looked up): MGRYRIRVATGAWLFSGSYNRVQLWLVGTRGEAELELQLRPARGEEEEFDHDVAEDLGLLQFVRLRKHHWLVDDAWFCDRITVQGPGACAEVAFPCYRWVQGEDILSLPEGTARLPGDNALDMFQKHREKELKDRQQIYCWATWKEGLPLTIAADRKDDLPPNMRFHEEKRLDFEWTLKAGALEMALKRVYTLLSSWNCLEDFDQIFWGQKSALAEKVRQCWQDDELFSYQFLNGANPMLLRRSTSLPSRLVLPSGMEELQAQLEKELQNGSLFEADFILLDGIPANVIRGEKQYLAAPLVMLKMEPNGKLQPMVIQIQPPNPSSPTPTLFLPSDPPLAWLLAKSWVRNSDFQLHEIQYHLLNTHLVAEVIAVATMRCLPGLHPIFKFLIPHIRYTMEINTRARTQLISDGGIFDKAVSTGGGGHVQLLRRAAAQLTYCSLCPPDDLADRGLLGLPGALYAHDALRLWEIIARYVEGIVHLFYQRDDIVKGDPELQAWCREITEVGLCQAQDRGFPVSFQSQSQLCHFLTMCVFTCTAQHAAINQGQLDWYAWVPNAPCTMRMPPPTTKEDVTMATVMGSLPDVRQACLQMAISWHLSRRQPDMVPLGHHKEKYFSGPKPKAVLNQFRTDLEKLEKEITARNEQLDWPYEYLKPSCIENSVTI
#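 Purified human 12hLO at 150 nM in 25 mM Hepes, 0.01% Triton X-100, pH 7.0, preincubated 15 min at room temperature with compound. Reaction started with 40 uM arachidonic acid, 30 min at room temperature. Hydroperoxide measured by Fe-xylenol orange, 573/405 nm absorbance ratio.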
# RGS4 inh: blocks human RGS4-accelerated GTP hydrolysis | P49798 | Transcreener GDP fluorescence polarization, RGS4-accelerated GTP hydrolysis | Potency, µM (highest dose often 114 µM), inactives show at the top dose activity change, negative = inhibition, usual class: inhibitors | 0.039% of 390,000 active | AID 504845; further: on the % scale 0 is the no-effect control and ±100 the full control effect; nearly all actives have a fitted effect of over 75% in size; some results filed as inactive show a strong effect at the top dose
# Target sequence (P49798 whole entry, looked up): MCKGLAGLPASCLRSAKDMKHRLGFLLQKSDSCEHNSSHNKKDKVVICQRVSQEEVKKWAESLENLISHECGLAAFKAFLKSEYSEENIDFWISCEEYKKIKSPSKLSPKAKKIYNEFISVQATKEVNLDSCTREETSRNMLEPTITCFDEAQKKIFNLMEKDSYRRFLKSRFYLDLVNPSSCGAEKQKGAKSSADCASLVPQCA
#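 MLSMR compounds (23 nl, pin-transferred) preincubated 10 min at room temperature with a 500nM (2x) first reagent, then RGS4 at 900nM (2x) plus Transcreener GDP mix added; fluorescence polarization (620/688 nm) read before and after 90 min at 30 °C.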
# JMJD2A Tudor: blocks the human JMJD2A Tudor domain. AlphaScreen JMJD2A-Tudor / H3K4me3 peptide binding. Potency, µM (highest dose often 114 µM), for inactives: top-dose activity change, negative = inhibition, hits mostly inhibitors. 4.4% of 390,000 active. AID 504339; further: on the % scale 0 is the no-effect control and ±100 the full control effect; nearly all actives have a fitted effect of over 50% in size
# ERG-DNA inh: blocks human ERG Ets domain binding to DNA; P11308; fluorescence polarization, His-ERG Ets domain / labelled DNA; Potency, µM (titrated, usually from 76.9 µM), for inactives: at the highest dose FP activity, negative = inhibition, usual class: inhibitors; 0.028% of 370,000 active; AID 624246; active means well fitted inhibition curve with a large enough effect in the polarisation, with a control signal flat; inconclusive means small, poorly fitted or top-dose-only effect, or effect the other way, or a change in a side signal; inactive means no such curve, though single readings can be large or run the other way; the % refers to the polarisation;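 further: polarization taken with two DNA probes labelled with fluorescein and Texas red; % of control where 0% means no effect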
#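 His-tagged ERG Ets domain (1 uM in the protein solution; 300mM KCl, 50mM Tris-HCl, 1mM EDTA, 1mM DTT, pH 7.5) received compound, then a probe mix of 5 nM fluorescein-DNA and 100nM Texas-615-DNA. Fluorescence polarization was read for both dyes.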
# Pin1 inhibitor: human Pin1 inhibition | Potency, µM (top dose mostly 115 µM), for inactives: at the highest dose activity, negative = inhibition, hits mostly inhibitors | Pin1 FP peptide displacement, HiFluor488, 10 min | Q13526 | 0.009% of 390,000 active | AID 504891; active means well fitted inhibition curve with a large enough effect in the polarisation, with a control signal flat, not every such curve was filed as active; inconclusive means small, poorly fitted or top-dose-only effect, or effect the other way, or a change in a side signal; inactive means no such curve, though single readings can be large or run the other way; the % refers to the polarisation; further: on the % scale 0 is the no-effect control and ±100 the full control effect
# rTrxR1 inhibitor: blocks rat thioredoxin reductase 1 | O89049 | 1% of 390,000 active | recombinant rTrxR1, NADPH fluorescence consumption, selenite substrate | Potency, µM (titrated, usually from 114 µM), without a hit: at the top dose activity change, negative = inhibition, usual class: inhibitors; further: on the % scale 0 is the no-effect control and ±100 the full control effect; nearly all actives have a fitted effect of over 65% in size
#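 Rat TrxR1 (90 nM in the dispensed reagent) was pre-reduced with 400 uM NADPH for 5 min at room temperature, then incubated with compound for 15 min. After 400 uM selenite was added, NADPH fluorescence (Ex 340/Em 450 nm) was followed for 8 min.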
# GLS inhibitor: inhibitors of human glutaminase (GLS) | O94925 | GLS enzymatic activity, qHTS titration | Potency, µM (top dose mostly 45.5 µM), for inactives: top-dose activity change, negative = inhibition, usual class: inhibitors | 0.21% of 410,000 active | AID 624170; further: on the % scale 0 is the no-effect control and ±100 the full control effect
#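 Enzyme dispensed in phosphate buffer (45 mM, pH 8.2, 0.02% Tween-20), compounds pinned in, then 1 mM L-glutamine solution and the glutamate oxidase–HRP–Amplex Red mix added; fluorescence read immediately and again after 30 min at room temperature.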
# * = called active by the depositor; i = inactive; ? = inconclusive; . = not tested or not shown; [ ] = remark or other dose. Unless noted, the call rests on the fitted dose curve; in most records, active means well fitted curve in the direction sought with a large enough effect; inconclusive means small, poorly fitted or top-dose-only effect, or another doubt; inactive means no such curve, though single readings can be large; an effect the other way counts as inactive or inconclusive. Potency means the concentration at half of the fitted maximal effect. A portion of the library; the hit share may differ from the screen's.
SMILES,HP1b chromo inh,Tb PGK inh,ALOX12 inh,RGS4 inh,JMJD2A Tudor,ERG-DNA inh,Pin1 inhibitor,rTrxR1 inhibitor,GLS inhibitor
COC(=O)c1ccccc1NC(=O)CSc1nncn1C,28%,-8%,0%,3%,-6%,7%,3%,21%,-8%
Cn1c(CC(=O)Nc2ccccc2)n[nH]c1=S,25%,i,-2%,18%,5µM*,-2%,18%,0%,8%
COc1ccc(C2(O)CCN(C(=O)c3c(F)cccc3F)CC2)cc1,2%,i,2%,15%,-17%,.,1%,12%,0%
CCC(C)(C)n1nnnc1C(C(C)C)N1CCN(C)CC1 (configuration not stated),40%[activator],5%,-6%,-30%,-2%,.,-3%,12%,6%
CCOC(=O)c1cc(-c2ccccc2)nn1CCC#N,32%,-1%,1%,19%,-19%,2%,4%,0%,8%
CCOC(=O)c1c(C)[nH]c(C(=O)COC(=O)COc2ccccc2C)c1C,18%,-4%,-5%,18%,-11%,-16%,-4%,8%,10%
Cc1ccc(NC(=O)Nc2cc(S(=O)(=O)N(C)C)ccc2C)cc1,0%,-7%,-29%,14%,-21%,4%,-1%,7%,16%
CC(C)Cn1c(N)c(C(=O)CSc2nnc(C3CC3)n2C2CC2)c(=O)n(C)c1=O,21%,-9%,0%,11%,-18%,-25%,5%,7%,3%
CCOC(=O)N1CCN(C(=S)Nc2ccccc2C(C)C)CC1,39%[activator],?,-13%,34%,-9%,-5%,-4%,-16%,4%
CCc1nnc(SCc2cccc(F)c2)nc1CC,129%[activator],2%,-17%,-30%,75%[activator],-1%,-2%,19%,-4%
CSc1nc(C)c(CCOCc2ccccc2)c(=O)[nH]1,25%,-3%,1%,-23%[56.9 µM],-7%[57.1 µM],-9%,?,15%,-4%
COc1ccc(S(=O)(=O)N(CC(=O)NCc2ccncc2)c2cc(C)cc(C)c2)cc1OC,21%,8%,-17%,0%,-1%,1%,-1%,10%,3%
COc1ccc(-c2ccc(-c3cc(=O)oc4c(C(C)C)ccc(C)c34)cc2)cc1,16%,-7%,-2%,-8%,2%,2%,12%,4%,-2%
CCNc1c(NS(=O)(=O)c2ccc(OC)c(Cl)c2)c(=O)oc2ccccc12,49%[activator],-1%,5%,-3%[56.9 µM],1%,10%,17%,31%[57.1 µM],18%
COc1ccc(OC)c(NC(=S)NCc2ccc(S(N)(=O)=O)cc2)c1,-18%,5%,?,-1%,-10%,12%,1%,?,0%
C=C1CCN(C(CC(C)C)C(=O)O)S(=O)(=O)c2ccccc21 (configuration not stated),23%,.,.,-12%,-19%,.,?,?,.
Cc1ccc(C(=O)C2=C(O)C(=O)N(Cc3cccnc3)C2c2ccc(N(C)C)cc2)o1 (configuration not stated),7%,-6%,-26%,15%,-30%,-8%,-15%,-14%,-4%
CCCn1c(CNC(=O)Cc2ccccc2)nc2ccccc21,31%[activator],2%,0%,4%,-1%,-12%,1%,18%,-5%
CCC(C)(C)n1nnnc1C(c1ccc(C)cc1)N1CCN(Cc2cccnc2)CC1 (configuration not stated),37%,5%,17%,15%,-23%,2%,5%,-39%,-2%
Cc1cccc(NC(=O)c2ccc(NCC3CCCO3)c([N+](=O)[O-])c2)n1 (configuration not stated),-4%,i,0%,7%,-9%,2%,4%,4%[57.1 µM],-2%
O=C(CSc1nccn(-c2ccc(Br)cc2)c1=O)NCc1ccccc1,40%,-2%,-15%,-16%,-7%,.,-1%,15%,-1%
CC1CCCCN1S(=O)(=O)CCNC(=O)c1ccccc1 (configuration not stated),35%,-2%,10%,1%,-3%,1%,-10%,18%,2%
CCc1nc(SCc2ccc(F)cc2)n[nH]1,35%,-11%,-7%,-2%,-13%,5%,-2%,27%,4%
O=C(NNC(=O)C1CCC1)c1ccc(Br)cc1,26%,1%,-16%,0%,-3%,2%,-6%,12%[57.1 µM],5%
O=C(Cn1cnc2ccccc2c1=O)Nc1ccc2c(c1)CCC2,37%[activator],4%,?,-5%,-9%,-6%,13%,10%,-2%

# Entries of single compounds from above. Order of values: HP1b chromo inh	Tb PGK inh	ALOX12 inh	RGS4 inh	JMJD2A Tudor	ERG-DNA inh	Pin1 inhibitor	rTrxR1 inhibitor	GLS inhibitor
# CCOC(=O)N1CCN(C(=S)Nc2ccccc2C(C)C)CC1 is entered as 39%[activator]	?	-13%	34%	-9%	-5%	-4%	-16%	4%
# O=C(Cn1cnc2ccccc2c1=O)Nc1ccc2c(c1)CCC2 is entered as 37%[activator]	4%	?	-5%	-9%	-6%	13%	10%	-2%

# Continued:
SMILES,HP1b chromo inh,Tb PGK inh,ALOX12 inh,RGS4 inh,JMJD2A Tudor,ERG-DNA inh,Pin1 inhibitor,rTrxR1 inhibitor,GLS inhibitor
Cc1occc1-c1nnc(SCC(=O)Nc2ccccc2N2CCCCC2)n1C,8%,?,0%,3%,-23%,-3%,6%,-10%,40%[activator]
Cc1cccc(NC(=O)CN(C)S(=O)(=O)c2ccc3c(c2)CCC(=O)N3)c1C,13%,-8%,-8%,9%,-19%,3%,-1%,23%,-6%
CC(=O)N/N=C(\C)CC(=O)Nc1ccc2c(c1)OCCO2,13%,-4%,1%,7%,-15%,5%,0%,-2%,-4%
COc1cccc(OCc2nn[nH]n2)c1,30%,-1%,0%,1%,-15%,-5%,0%,15%[57.1 µM],-1%
COc1ccc(S(=O)(=O)N2CCCCC2)cc1NS(=O)(=O)c1ccc(CNC(C)=O)cc1,18%,-3%,-22%,-28%,-11%,-2%,3%,-19%[11.4 µM],11%
Cc1ccc(S(=O)(=O)Nc2c(C)ccc3nsnc23)cc1,19%,1%,0%,5%,-19%,-19%,-3%,-7%,-5%
COc1cc(/C=N/NC(=O)c2cc(C3CC3)[nH]n2)ccc1O,52%[activator],i,-1%,-3%,-3%,-1%,-3%,8%,17%
COc1ccccc1Nc1nc(N)nc(CSc2nccc(C)n2)n1,45%[activator],i,-24%,1%[56.9 µM],-10%[57.1 µM],-5%,-2%,-8%,3%
COC(=O)CN1C(=O)[C@@H]2[C@H](C1=O)[C@@H]1CC(C(=O)OC)=C[C@@H](C(=O)OC)[C@@H]3C1=C(C(=O)[C@]3(C)NC(=O)c1ccccc1)[C@@H]2C,44%[activator],-5%,-10%,-10%,-5%,-11%,3%,16%,-8%
CCC(C)(C)NS(=O)(=O)c1cc(-c2cc(C)no2)ccc1C,11%,-4%,?,34%,-10%,0%,-7%,4%[57.1 µM],-9%
Cc1ccc(NC(=O)CN(C)C(=O)COc2c(Cl)cc(Cl)c3ccc(C)nc23)cc1,39%[activator],-4%,5%,-12%,7%,6%,?,21%,-9%
O=C(CSc1cccc[n+]1[O-])Nc1cc(S(=O)(=O)N2CCOCC2)ccc1Cl,34%,0%,9%,-18%,-10%,2%,-4%,22%[57.1 µM],3%
CC(C)c1nnc(NC(=O)CCC(=O)NCc2ccc3c(c2)OCO3)s1,22%,-8%,2%,8%,-19%,-8%,-3%,-13%,-5%
CC(C)CCNC(=O)C1CCC(CNc2c(N3CCC(C)CC3)c(=O)c2=O)CC1 (configuration not stated),23%,i,-18%,-11%,6%,22%,0%,-12%,-25%
CCOC(=O)c1cc(NC(=O)CN2CCCC2)cc(C(=O)OCC)c1,-6%,1%,-14%,30%,-8%,2%,-6%,-21%,7%
C=CC(=O)NN(C)c1ncc(C(F)(F)F)cc1Cl,32%,3%,2%,19%,-15%,-6%,-4%,20%,3%
O=C(Nc1ccccc1Cl)c1cccc(COc2cc(Cl)ccc2Cl)c1,32%,-4%,-7%,-5%,-2%,-13%,0%,22%,-7%
CCOC(=O)c1ccc(NC(=O)c2cc(S(=O)(=O)N3CCOCC3)ccc2O)cc1,29%,-5%,0%,-27%,10%,9%,-1%,17%[57.1 µM],-11%
Cc1c(/N=C(\[O-])Nc2ccc(Br)cc2)sn[n+]1C,44%[activator],i,11%,20%,-10%,-20%,2%,16%,-13%
CN(C)/C=C(\C#N)C(=O)N/N=C/c1ccc(Cl)cc1,32%,1%,-2%,5%,-12%,-2%,-19%,5%,0%
CC[C@]12c3[nH]c4cc(CCC(=O)N(C)C)ccc4c3CCN1C(=O)[C@@H](CC(=O)NCCc1ccccn1)C[C@@H]2C(=O)N1CCN(C(=O)C2CC2)CC1,61%[activator],i,1%,-4%,-11%,-15%,-2%,-3%,-6%
S=c1[nH]nc(-c2ccc3ccccc3n2)n1-c1ccc2ncccc2c1,16%,-7%,?,3%,-16%,-1%,1%,-7%,?
O=C(O)c1cc(-c2cc(C(=O)O)c3ccccc3n2)ccc1O,20%[57 µM],-3%,-23%,8%,-28%,16%,1%,-23%[57.1 µM],-9%
CCN(C(=O)COC(=O)c1ccc(COc2ccc3c(C)cc(=O)oc3c2)cc1)C1CCS(=O)(=O)C1 (configuration not stated),4%,3%,-1%,-6%,1%,3%,33%[activator],15%[57.1 µM],0%
O=S(=O)(c1cc(Cl)ccc1Cl)N1CCN(c2ccccn2)CC1,44%[activator],-1%,-10%,21%,19%,1%,4%,18%[57.1 µM],-1%
CCCCn1nc(NC(=O)c2cccc(Cl)c2)c2cc3cccc(C)c3nc21,58%[activator],.,-6%,-7%,16%,0%,23%,29%,-12%
CCN1CCN(Cc2cc(=O)oc3ccc(Cl)cc23)CC1,51%[activator],-2%,?,-2%,-15%,-2%,-5%,16%[57.1 µM],-12%
COCCN1Cc2cccc(C(=O)NCCCN3CCCC3=O)c2C1=O,20%,-7%,7%,-12%,10%,8%,-3%,9%,-3%
COc1ccc(-c2noc(CSc3nc4ccccc4c(=O)n3-c3ccccc3)n2)cc1OC,32%,i,348%[activator],14%,-17%,0%,-2%,14%[57.1 µM],0%
